Bioassay records from PubChem.
TDP1 block: qHTS Assay for Inhibitors of Tyrosyl-DNA Phosphodiesterase (TDP1) | Tyrosyl-DNA phosphodiesterase 1 (Homo sapiens), Q9NUW8 | recombinant TDP1, AlphaScreen DNA substrate cleavage | Potency, µM (series often up to 130 µM), for the others: top-dose activity change, negative = inhibition, most hits filed as inhibitors | 0.28% of 350,000 active | AID 485290, 2010; also: nearly all actives have a fitted effect of over 40% in size
Target sequence (Q9NUW8 whole entry, looked up): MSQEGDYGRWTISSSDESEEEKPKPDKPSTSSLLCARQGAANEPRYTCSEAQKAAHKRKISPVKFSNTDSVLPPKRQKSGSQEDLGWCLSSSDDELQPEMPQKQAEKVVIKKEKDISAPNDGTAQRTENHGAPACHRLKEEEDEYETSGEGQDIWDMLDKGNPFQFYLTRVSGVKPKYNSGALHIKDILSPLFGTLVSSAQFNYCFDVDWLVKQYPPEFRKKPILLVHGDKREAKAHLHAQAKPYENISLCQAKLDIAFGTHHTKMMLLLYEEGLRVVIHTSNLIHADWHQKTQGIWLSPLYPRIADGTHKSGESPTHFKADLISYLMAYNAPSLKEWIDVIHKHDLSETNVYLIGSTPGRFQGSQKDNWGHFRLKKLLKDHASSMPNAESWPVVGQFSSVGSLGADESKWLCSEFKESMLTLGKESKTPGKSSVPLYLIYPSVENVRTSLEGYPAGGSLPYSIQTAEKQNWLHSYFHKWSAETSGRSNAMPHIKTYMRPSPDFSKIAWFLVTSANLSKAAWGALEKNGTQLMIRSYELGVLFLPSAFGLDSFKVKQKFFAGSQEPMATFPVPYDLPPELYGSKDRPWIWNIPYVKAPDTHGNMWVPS
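Signal: AlphaScreen proximity between streptavidin donor and anti-FITC acceptor beads on intact substrate. Reaction: Tdp1 1 nM, substrate 15 nM final, 5 min RT after 15 min compound preincubation.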
N370S GC: qHTS Assay for Inhibitors and Activators of N370S glucocerebrosidase as a Potential Chaperone Treatment of Gaucher Disease | Lysosomal acid glucosylceramidase (Homo sapiens), P04062 | N370S GC spleen homogenate, 4MU-glucoside fluorescence | Potency, µM (series often up to 59.4 µM), without a hit: top-dose activity change, negative = inhibition, usual class: inhibitors | 0.092% of 330,000 active;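 also: 0% = full enzyme activity and -100% = no enzyme basal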
DT40 TDP1 no CPT: qHTS for Inhibitors of human tyrosyl-DNA phosphodiesterase 1 (TDP1): qHTS in cells in absence of CPT; Potency, µM (titrated, usually from 46.2 µM), without a hit: at the highest dose activity change, negative = growth inhibition, hits mostly inhibitors; AID 686978, 2013; 15% of 420,000 active; DT40 Tdp1-/- hTDP1 cells, no CPT, ATP luminescence, 48 h; also: nearly all actives have a fitted effect of over 55% in size
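A cellular qHTS used chicken DT40 cells lacking endogenous Tdp1 but carrying stably transfected human TDP1. Compounds were applied without camptothecin, and cell growth kinetics were judged by ATP-dependent luminescence after ≥48 hr.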
The depositor's hits bear a star; ? = inconclusive; . = no result given; [ ] = dose if it differs, or a comment. Calls follow the shape of the dose curve; as a rule, active = well fitted curve in the direction sought with a large enough effect; inconclusive = small, poorly fitted or top-dose-only effect, or another doubt; inactive = no such curve, though single readings can be large; an effect the other way counts as inactive or inconclusive. Unless noted, % is scaled to controls: 0 for no effect and ±100 for the full control effect; potency is read from the fitted curve at half-maximal effect.

mol	TDP1 block	N370S GC	DT40 TDP1 no CPT
CCN(CCNC(=O)C1CCCN(Cc2nc(-c3ccc(OC)cc3)oc2C)C1)c1ccccc1 (stereo not given)	12.0%	-22.1%	23.1µM*
O=C(NCc1cccs1)c1ccc([N+](=O)[O-])cc1Cl	-0.6%	10.1%	-17.0%
Cc1ccc(NC(=O)CSc2nnc(Cc3ccccc3)o2)cc1	2.4%	-10.1%	15.3%
Cc1ccc(Cl)cc1NC(=O)CON=C(N)c1ccccc1	1.7%[0.505 µM]	-5.0%	-14.6%
COc1cccc(CNC(=S)Nc2cccc(Cl)c2C)c1	.	-8.8%	?
COc1cccc(N/C(SC)=C(/C#N)C(N)=O)c1	0.0%	4.9%	-17.2%
Cc1noc(C)c1CC(=O)NC1CC(C)(C)Cc2c1cnn2-c1ccccc1 (stereo not given)	3.4%	0.5%	?
COc1ccc(OC)c(/C=N\NC(=O)CC(=O)NCCc2ccccc2)c1	3.8%	24.5%	1.8%
COc1ccc2c(c1)Cc1sc(NC(=O)c3cccnc3)nc1-2	2.5%	-6.9%	20.6µM*
COc1ccc(C(C(=O)NC2CCCC2)N(C(=O)c2snc(-c3ccc(F)cc3)c2N)c2ccc(F)cc2)cc1 (stereo not given)	3.8%	0.1%	14.6µM*
O=C1C(=O)N(C2CCN(C(=O)c3ccccc3F)CC2)CCN1Cc1ccc(F)cc1	2.6%	.	-0.6%
CCOC(=O)c1c(NC(=O)COC(=O)CCCOc2ccc(OC)cc2)sc(C(=O)NC)c1C	0.9%	-13.4%	5.6%

Part of the list above, with each value named:
> COc1ccc2c(c1)Cc1sc(NC(=O)c3cccnc3)nc1-2
  TDP1 block: 2.5%
  N370S GC: -6.9%
  DT40 TDP1 no CPT: 20.6µM*

> CCN(CCNC(=O)C1CCCN(Cc2nc(-c3ccc(OC)cc3)oc2C)C1)c1ccccc1 (stereo not given)
  TDP1 block: 12.0%
  N370S GC: -22.1%
  DT40 TDP1 no CPT: 23.1µM*

> COc1cccc(CNC(=S)Nc2cccc(Cl)c2C)c1
  TDP1 block: .
  N370S GC: -8.8%
  DT40 TDP1 no CPT: ?

> Cc1ccc(NC(=O)CSc2nnc(Cc3ccccc3)o2)cc1
  TDP1 block: 2.4%
  N370S GC: -10.1%
  DT40 TDP1 no CPT: 15.3%

(continued)
mol	TDP1 block	N370S GC	DT40 TDP1 no CPT
Cc1ncc(CN2CCN(CCC(C)C)C(CCO)C2)s1 (stereo not given)	-3.0%	-24.2%	0.6%
O=C(CSc1nnc2[nH]c(=O)cc(-c3ccccc3)n12)Nc1ccc(OC(F)(F)F)cc1	5.2%	.	4.6%
CC(C)c1ccc(NC2CCCN(C(=O)c3ccc4nccnc4c3)C2)cc1 (stereo not given)	4.3%	-14.6%	-9.0%
O=c1nc(N2CCCC2)nc(N2CCCC2)[nH]1	.	-16.4%	-0.5%
COc1ccc(NC(=O)Cn2cc(C(=O)C3CCCCC3)c3ccccc32)cc1	5.3%	.	?
COc1ccc(NS(=O)(=O)c2ccc(Cl)c(NC(=O)c3ccccc3F)c2)cc1	0.1%	.	?
O=C(/C=C/c1ccc2c(c1)OCCCO2)c1ccc2ccccc2c1O	11.6%	8.5%	11.6µM*
CCN(CC)S(=O)(=O)c1ccc(NC2c3ccccc3C(=O)N2Cc2ccc3c(c2)OCO3)cc1 (stereo not given)	2.6%	3.3%	?
O=C1c2ccccc2C(=O)N1c1cccc(-c2nc3ccccc3o2)c1	4.4%	?	-26.2%
COCCNC(C)C(=O)Nc1ccc(Br)cc1 (stereo not given)	2.0%	4.3%	-12.4%
Cn1c(SCC(=O)Nc2nc3ccccc3s2)ncc(C(=O)Nc2ccccc2)c1=O	-7.8%	.	1.4%
COc1ccc(NC(=O)CN(c2ccccc2)S(=O)(=O)c2ccccc2)c(OC)c1	.	?	?
Cc1csc2ncc(C(=O)NCc3ccc4c(c3)OCO4)c(=O)n12	1.0%	21.3%	-19.5%
COC(=O)c1cc(S(=O)(=O)N(C)C2CCCCC2)cn1C	0.9%	-4.2%	?
CCOC(=O)C1CCN(c2nc3c(S(=O)(=O)c4ccc(C)c(C)c4)nnn3c3ccc(Cl)cc23)CC1	1.0%	.	?
CCC(=O)Nc1ccc(N2CCOCC2)c(S(=O)(=O)Nc2ccc(OC)cc2)c1	7.7%	-14.1%	?
COc1cccc(Oc2coc3c(CN4CCOCC4)c(O)ccc3c2=O)c1	-1.9%	-3.1%	-1.9%
Cc1cc(NC(=O)C2CC(c3ccc(F)cc3)=NO2)n(-c2ccccc2)n1 (stereo not given)	-2.0%	-1.8%	-15.9%
CCOc1cc(/C=C(/C#N)C(=O)Nc2ccc(OC)cc2)ccc1OCc1ccc(C(=O)O)cc1	.	-0.6%	-26.4%
CCN(CC(=O)NC1CCS(=O)(=O)C1)S(=O)(=O)c1cc(C)ccc1C (stereo not given)	-1.6%	-26.5%	-0.1%
COc1ccc(C(=O)Nc2nc3ccccc3s2)c(OC)c1	1.5%	-4.0%	20.6µM*
Cc1cc2c(cc1S(=O)(=O)NCc1ccccc1Cl)OCCN2C	3.9%	-0.6%	?
O=C1CN(C(=O)COC(=O)CCCOc2ccccc2)c2ccccc2N1	8.1%	7.1%	2.6%
C#CCCCCCCCCCCCC(O)CC(O)COC(C)=O (stereo not given)	2.8%[56.1 µM]	22.0%	?
COc1cccc(OC)c1C(=O)Nc1ccc(N2CCN(C(=O)c3ccco3)CC2)cc1	10.0%	-2.0%	7.1%
Cc1ncc(CN2CCC(C(=O)Nc3cccc(-c4cscn4)c3)CC2)cn1	3.0%	-2.4%	?
Cc1ccc(-c2cc(-c3ccc(C)o3)nc(N)c2C#N)cc1	7.7%	-3.8%	?
CCOC(=O)C1=C(N)Oc2cc(O)ccc2C1c1ccc(F)cc1F (stereo not given)	.	-13.5%	-17.9%
COc1ccc(N2C(=O)C3C(C2=O)C3(c2ccccc2)c2ccccc2)cc1 (stereo not given)	2.7%	0.8%	?
N#CC1=C(N)N2C(=C(C#N)C13CCN(Cc1ccccc1)CC3)Nc1ccccc12	4.2%	5.6%	-27.8%
CCN(CC(=O)NC1CCS(=O)(=O)C1)C(=O)C(c1ccccc1)c1ccccc1 (stereo not given)	4.5%	2.1%	-1.5%
CCCN(CCC)CCCNC(=O)Cn1cc2c(n1)-c1c(oc(C(=O)N3CCCC3)c1C)CC2	-10.3%	.	-14.5%
CN(C)c1ccc(/C=C/c2nc(-c3ccccc3O)n(-c3ccccc3)n2)cc1	6.3%	.	?
Cc1ccc(C)c(S(=O)(=O)Nc2ccc(C(=O)NCC(c3ccco3)N3CCCCC3)cc2)c1 (stereo not given)	5.6%	?	-20.1%
CC(C)C1Cc2[nH]c(=O)c(C(=O)O)cc2CO1 (stereo not given)	6.6%	4.4%	8.7%
COc1ccc(CCC(=O)Nc2ccc3c(c2)OCO3)cc1	.	-4.9%	-9.0%
CC(NC(=O)COc1ccc(/C=N/NC(=O)CO)cc1)c1ccccc1 (stereo not given)	4.1%	-15.1%	12.8%
COc1ccc(CC(=O)Nc2cccc3ncccc23)cc1OC	-1.8%	-2.1%	-6.4%
Cc1cc(O)ccc1NC1=CC(=O)CC(C)(C)C1	-2.6%	9.6%	-10.4%
CC(=O)C[C@@H](O)CC(=O)[C@H]1OC(=O)CC/C=C\Cc2ccccc21	0.7%	.	-5.0%
CN(Cc1ccccc1)C(=S)NC(=O)c1cccs1	4.1%[56.1 µM]	0.4%	?
O=S1(=O)N=C2CCCN2C(c2ccc(F)cc2)N1 (stereo not given)	2.0%	5.6%	-0.5%
COc1cccc(CNC(=O)CCn2ccc3cc(S(=O)(=O)N4CCC(C)CC4)ccc32)c1	4.4%	-26.7%	-25.4%
COc1cc(C(=O)OCC(=O)Nc2sccc2C(N)=O)cc(OC)c1OC	2.4%	-4.7%	3.66µM*
Cc1ccccc1CSc1nnc(NC(=O)C2COc3ccccc3O2)s1 (stereo not given)	-1.0%	1.1%	-0.4%
COc1ccc(NC(=O)N(C)C[C@H]2Oc3c(NC(=O)c4ccncc4)cccc3C(=O)N([C@H](C)CO)C[C@@H]2C)cc1	0.3%	.	-0.6%
CCOc1ccccc1CNC(=O)c1ccc(Cn2c(SCc3ccccc3)nc3cccnc32)cc1	2.9%	.	?
CC(=O)Oc1ccc2c(=O)c(Oc3ccccc3)coc2c1OC(C)=O	.	-6.7%	?
O=C(O)Cn1c(=O)c2cccn2c2ccccc21	.	-27.5%	3.3%
CCN1CCN(C(=O)c2cc3c(-c4ccc(Cl)cc4)nn(C)c3s2)CC1	3.7%	-11.3%	?
CCN(CC)S(=O)(=O)c1ccc(N2CCN(C)CC2)c(NC(=O)Nc2ccccc2F)c1	2.5%	-17.1%	?
Cc1ccc(-c2cc(-c3ccc(F)cc3)n[nH]2)c(O)c1	4.7%	5.0%	?
COc1ccc(NC(=S)N(CCCN2CCN(C)CC2)Cc2cccs2)cc1	1.9%	-8.4%	-5.5%
COc1ccc(NC(=O)CCc2c(C)nc3c(-c4ccccc4)c(C)nn3c2C)cc1Cl	8.1%	.	?
Cc1ccc(-c2csc(-c3c(N)c(C(=O)c4ccc5c(c4)OCO5)n4ccccc34)n2)cc1	2.5%	.	?
CCN(CC)S(=O)(=O)c1ccc(NC(=O)C2CCCN(C(=O)c3ccc(Cl)cc3)C2)cc1 (stereo not given)	0.0%	-6.6%	23.1µM*
CC1CC(=O)Nc2ccccc2N1S(=O)(=O)c1ccc(C#N)cc1 (stereo not given)	6.8%	7.9%	-1.2%
CCC(=O)Nc1ccc(C(=O)OCC(=O)c2ccc(C)c([N+](=O)[O-])c2)cc1	5.8%	4.1%	-12.4%
O=C(O)c1cccc(N2CCCCS2(=O)=O)c1	3.1%	-0.9%	-15.6%
COc1cccc2cc(C(C)N(CCCN3CCOCC3)C(=S)Nc3cc(C)ccc3C)oc12 (stereo not given)	5.3%	?	-16.9%

Next entries follow:
mol	TDP1 block	N370S GC	DT40 TDP1 no CPT
CCOc1cccc(C(=O)Nc2ccc(S(=O)(=O)N(Cc3ccccc3)c3ccccc3)cc2)c1	-1.6%	.	2.31µM*
O=C(O/N=C(/c1ccccc1)c1ccncc1)c1ccccc1[N+](=O)[O-]	7.7%	-17.2%	-19.9%
Cc1cc(C)nc(NN2C(=O)C=CC2=O)n1	.	-13.2%	?
COCCn1c(N)c(S(=O)(=O)c2cccs2)c2nc3ccccc3nc21	7.1%	?	-16.5%
O=C(CC(C(=O)N1CCc2ccccc21)n1ccnc1)NCc1cccnc1 (stereo not given)	4.8%[56.1 µM]	2.1%	-5.5%
COc1ccc(N(Cc2cc3ccccc3[nH]c2=O)C(=O)C2CCCO2)cc1 (stereo not given)	-9.7%	0.8%	2.2%
CCCCCC(=O)NNC(=S)NC(=O)c1ccccc1[N+](=O)[O-]	0.0%	-11.0%	?
CCN(CC)S(=O)(=O)c1ccc(Cl)c(C(=O)Oc2cccc(-c3cnc4ccccc4n3)c2)c1	8.2%	-1.6%	?
CCOC(=O)OCC1OC(C#Cc2ccccc2)C=CC1Oc1cccc(N(C)C)c1 (stereo not given)	9.0%[21 µM]	-11.0%[12.8 µM]	.
Cc1ccc(-n2c(SCC(=O)Nc3ccc4c(c3)OCO4)nnc2-c2ccoc2C)cc1	12.2%	-13.4%	-24.3%
CCCOc1ccc(N2C(=O)CC(N(CCC)C(=O)CCC(=O)O)C2=O)cc1 (stereo not given)	-1.1%	2.3%	-2.3%
CC(C)(C)NC(=O)C1CCN(S(=O)(=O)c2cccc(C(F)(F)F)c2)CC1	0.0%	1.2%	-28.7%
COc1ccc(CC(NC(C)=O)C(=O)NC2CCN(C(=O)c3ccc(OC)c(OC)c3)CC2)cc1OC (stereo not given)	6.2%	-21.5%	-4.9%
COc1cc(NC(=O)c2csc3c2CCCC3)ncn1	2.0%	-1.0%	-29.1%
CC(=O)N1CCc2cc(S(=O)(=O)CCC(=O)NCc3ccc(C)o3)ccc21	3.1%	4.0%	?

These rows are one share of the data; the hit share may differ from the screen's.
